Assay outcomes (PubChem BioAssay)
MITF TRPM1 HTS = activators of MITF-driven TRPM1 promoter activity in SK-MEL-5 cells; activation, % at 12.5 µM; 300,000 compounds, 0.75% hits; AID 588334; SK-MEL-5 TRPM1-promoter luciferase, 24 h; % of positive control, neutral wells = 0;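 active means mean activation of at least 80% with every replicate also reaching 80%; inconclusive means mean reaches 80% but some replicate falls short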;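 further: 0% = neutral control wells and 100% = parthenolide positive control wells; values of inactives mirror those of a sister screen read the other way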
dFosB activator = enhances mouse delta FosB homodimer DNA binding; 340,000 compounds, 0.99% hits; purified delta FosB, TAMRA-CDK5 oligo fluorescence polarization; percent of positive-control signal above neutral wells; activation, % at 25 µM; AID 493131; P13346;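 active means mean activation above about 17%, with every replicate also reaching it, limit read from the data, passing the limit was not always enough; inconclusive means only one of the two conditions met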;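 further: fluorescence polarization rise as delta FosB binds a TAMRA Cdk5 AP-1 oligo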
RTF Ca sens act = increases calcium sensitivity of human cardiac regulated thin filaments; P19429+P45379; IANBD-labeled TnC RTF fluorescence at EC20 calcium; 0% EC20 calcium, 100% full calcium; activation, % at 7.2 µM; 340,000 compounds, 0.24% hits; AID 493008;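 active means activation above the mean over all tested compounds plus 3 SD, cut at about 30% in these data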;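 further: rise in fluorescence read as greater calcium sensitivity of cardiac thin filaments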
Wnt act = Wnt/beta-catenin pathway activation. 300,000 compounds, 1.2% hits. activation, % at 9.35 µM. Wnt/beta-catenin reporter cell assay, activator, plate reader; in the data active means activation above about 30%, passing the limit was not always enough; inconclusive means no clear call, values can overlap the other calls;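 further: 0% = neutral control wells and 100% = positive control wells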
CAL PDZ FP-1 = inhibitors of human CAL PDZ peptide binding; Q9HD26; purified CAL PDZ, TMR-peptide fluorescence polarization, 1 h; inhibition, % at 20 µM; 330,000 compounds, 0.02% hits; AID 504414;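 active means highest replicate inhibition of at least 40%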;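 further: plate controls were DMSO neutral control wells for no effect and unlabeled competitor peptide control wells for full effect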
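System: purified tagged CAL PDZ domain construct (CerCALP). Schedule: 1 h incubation at room temperature before polarization reading. Medium: 25 mM sodium phosphate pH 7.4, 150 mM NaCl, TCEP, IgG, Thesit. Read-out: percent inhibition from loss of millipolarization. Measured by: FP readout, S and P plane fluorescence. Probe or stimulus: fluorescent TMR peptide probe.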
CDK5 p35 inh = CDK5/p35 (human) kinase inhibition; inhibition, % at 10 µM; 330,000 compounds, 0.01% hits; Q00535+Q15078; Recombinant CDK5/p35, ADP-Glo luminescence, 60 min;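 active means highest replicate inhibition of at least 50% and at least 75% of replicates reaching 50%; inconclusive means only one of the two criteria met; inactive means both criteria failed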;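 further: plate controls were DMSO neutral control for no effect and GW8510 at 10 µM for full effect; many of its hits are not listed in these tables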
Target sequence (Q00535 whole entry, looked up): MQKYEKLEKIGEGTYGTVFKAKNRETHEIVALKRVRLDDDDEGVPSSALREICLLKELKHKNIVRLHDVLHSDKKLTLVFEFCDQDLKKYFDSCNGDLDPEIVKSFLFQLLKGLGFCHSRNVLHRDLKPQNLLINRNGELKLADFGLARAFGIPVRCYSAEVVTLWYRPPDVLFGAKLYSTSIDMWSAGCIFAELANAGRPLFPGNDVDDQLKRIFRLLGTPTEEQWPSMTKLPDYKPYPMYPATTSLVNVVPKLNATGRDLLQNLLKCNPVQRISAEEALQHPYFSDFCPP
Target sequence (Q15078 whole entry, looked up): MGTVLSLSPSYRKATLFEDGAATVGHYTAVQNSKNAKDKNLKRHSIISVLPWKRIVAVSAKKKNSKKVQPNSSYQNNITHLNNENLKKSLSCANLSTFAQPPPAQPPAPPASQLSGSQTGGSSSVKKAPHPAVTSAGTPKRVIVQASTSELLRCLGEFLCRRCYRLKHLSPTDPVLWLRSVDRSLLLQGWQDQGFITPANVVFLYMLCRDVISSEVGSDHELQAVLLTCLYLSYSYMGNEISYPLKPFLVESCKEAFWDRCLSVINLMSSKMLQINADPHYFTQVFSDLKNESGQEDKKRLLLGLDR
Tat export inh = E. coli Tat transport inhibition. E. coli MC4100 TorA-mCherry Tat export, fluorescence. inhibition, % at 10 µM. 340,000 compounds, 0.036% hits. AID 488895;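 active means mean replicate inhibition at least 50% and at least half of replicates individually reaching 50%; inconclusive means only one of the two criteria met; inactive means neither criterion met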;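 further: exported cargo escapes ClpAP degradation while cytoplasmic cargo is degraded and loses fluorescence; 0% = median of neutral control wells and 100% = median of NaSCN control wells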
Rtt109 HAT inh = C. albicans Rtt109 histone acetyltransferase inhibition; purified Rtt109/Vps75, ThioGlo CoA-SH fluorescence, 4 h; inhibition, % at 34.9 µM; 330,000 compounds, 0.16% hits; Q5AAJ8;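 active means inhibition of at least 50% in every replicate; inconclusive means best replicate reaches 50% inhibition but some replicates fall short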
Target sequence (Q5AAJ8 whole entry, looked up): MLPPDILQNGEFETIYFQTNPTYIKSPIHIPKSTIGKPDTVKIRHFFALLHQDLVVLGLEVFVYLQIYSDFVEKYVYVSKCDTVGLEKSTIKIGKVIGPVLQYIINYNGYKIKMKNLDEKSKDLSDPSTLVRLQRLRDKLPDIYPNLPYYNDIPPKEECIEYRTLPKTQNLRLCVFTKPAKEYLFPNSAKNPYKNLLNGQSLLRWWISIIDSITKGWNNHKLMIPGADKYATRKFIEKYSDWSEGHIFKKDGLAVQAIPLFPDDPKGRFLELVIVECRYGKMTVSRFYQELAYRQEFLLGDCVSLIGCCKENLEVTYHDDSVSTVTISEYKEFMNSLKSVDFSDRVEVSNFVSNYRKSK
CAL PDZ FP-2 = inhibitors of human CAL PDZ peptide binding; purified CAL PDZ, TMR-peptide fluorescence polarization, 1 h; inhibition, % at 24.9 µM; 300,000 compounds, 0.92% hits; AID 602252;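 active means mean inhibition of at least 30% with at least half of replicates also reaching 30%; inconclusive means no clear call, values can overlap the other calls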;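 further: 0% = DMSO neutral control and 100% = excess unlabeled competitor peptide PRC23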
V-ATPase pH = yeast V-ATPase proton transport regulation by pHLuorin; S. cerevisiae, pHLuorin cytosolic pH fluorescence; response, % at 10 µM; 350,000 compounds, 0.37% hits; AID 504577; in the data active means response mostly above about 7.3%, no sharp cut-off; inactive means mostly below about 5.4%; further: actives read high; inactives centre near 0; some compounds called inactive have numbers as strong as hits; reference of the scale not given here
* hit, by the source's call; ? = inconclusive; / = not tested or not shown.

SMILES | MITF TRPM1 HTS | dFosB activator | RTF Ca sens act | Wnt act | CAL PDZ FP-1 | CDK5 p35 inh | Tat export inh | Rtt109 HAT inh | CAL PDZ FP-2 | V-ATPase pH
O=C(CCC1CCCC1)N1CCN(C(=O)C2CC2)CC1 | 6 | 2 | 7 | 1 | -1.2 | -0.1 | -6 | 4 | -3 | 3
CCOCCCNC(=O)CN1C(=O)c2cccc3cccc1c23 | -6 | -9 | -1 | 2 | / | -0.7 | -5 | -6 | 4 | 4
Cc1ccc(S(=O)(=O)N2CCN(C(=S)NCc3ccc4c(c3)OCO4)CC2)cc1 | -10 | 4 | 1 | -2 | -0.2 | -0.4 | -1 | 17 | 2 | 0
CCN(Cc1ccccc1)C(=S)Nc1cc(C(=O)OC)ccc1C(=O)OC | -4 | -12 | -3 | 1 | -2.6 | 1.1 | 0 | -2 | -3 | 1
COC(=O)c1c(-c2ccccc2)c(-c2ccccc2)nn(C)c1=O | -4 | 0 | 1 | 0 | -0.6 | 2.4 | 0 | 10 | / | -3
CCSc1cc(N2CCCC2)nc(-c2ccc(F)cc2)n1 | 10 | -4 | -6 | / | -0.2 | -0.5 | -3 | -1 | -2 | 2
COc1ccc(Cl)cc1C(=O)Nc1ccc(S(=O)(=O)N2CCCC2)cc1 | 6 | 4 | 2 | / | -1.1 | 0.6 | 2 | 4 | / | -3
COCc1cc(C)n(CC(=O)N2CCCC2)c(=O)c1C#N | 10 | 3 | -5 | -1 | -2.3 | -1.6 | 6 | / | 1 | -5
COc1c(C)cc(S(=O)(=O)NC2CC(C)(C)NC(C)(C)C2)c(C)c1C | -3 | -3 | 1 | / | / | -1.1 | -4 | -4 | -2 | 0
COc1ccc(-c2cc(C(F)(F)F)n3ncc(C(=O)O)c3n2)cc1OC | 18 | -1 | -6 | / | 1.1 | -0.9 | -14 | -3 | 16 | -2
CN(Cc1ccccc1)C(=O)COc1cc(=O)n(C)c2ccccc12 | / | -1 | 3 | 1 | 0.5 | 0.1 | 1 | -2 | -1 | -2
Cc1ccc(C(C(=O)NC2CCCCC2)N2CCCC2)cc1 (stereo unspecified) | -2 | -11 | -10 | / | -2.2 | -1.6 | -9 | -7 | -1 | -1
COCCNC(=O)C(=O)c1cc(C)n(-c2ccc([N+](=O)[O-])cc2)c1C | -1 | 3 | -2 | / | -0.5 | -1.3 | 2 | 1 | / | -2
CCOCCOC(=O)COC(=O)c1ccccc1NC(=O)c1ccccc1 | 11 | -12 | -4 | / | -3.6 | -1.4 | 5 | / | -4 | -4
O=C(COc1cccc(NC(=O)c2cccs2)c1)c1ccc(F)cc1 | 1 | -16 | -6 | -3 | -1.5 | 0.1 | 6 | -4 | -3 | 1
CCc1nc2ccc(C(=O)NCCCN3CCN(c4ccccc4F)CC3)cc2nc1CC | 1 | -8 | -6 | 3 | -0.5 | 0.1 | 1 | -1 | -2 | 1
O=C1CSC(=S)N1c1cccc(O)c1 | 2 | 1 | -2 | 2 | / | 0.9 | -51 | 6 | -9 | -3
CC(=O)c1ccc(S(=O)(=O)NC2CC(=O)N(c3ccc(C)c(C)c3)C2)cc1 (stereo unspecified) | 8 | -2 | 7 | 1 | -1.6 | 0.5 | -1 | -1 | / | 5
Cn1c(SCCCC(=O)c2ccccc2)nnc1-c1ccncc1 | 4 | -6 | 0 | -5 | -0.2 | -0.3 | 0 | 11 | -2 | 2
COc1cc(CN(C)C(C)C(=O)Nc2ccc([N+](=O)[O-])cc2Cl)ccc1OC(F)F (stereo unspecified) | 3 | -4 | 2 | / | -1.4 | 0.8 | 2 | -3 | -3 | 2
CCOc1ccccc1-c1nc(-c2cc3ccccc3nc2OC)no1 | -21 | -16 | -3 | -4 | -0.1 | 1.3 | -4 | -10 | 16 | 2
C=CCOC(=O)C1=C[C@H](c2cn(C(C)=O)c3ccccc23)[C@@H](CCCO)[C@H](OCC)O1 | 2 | -7 | -4 | -3 | -0.5 | -0.3 | -3 | 4 | -4 | 0
COc1cccc(/C=N/NC(=O)c2ccccc2NC(=O)c2ccco2)c1OC | / | ? | -5 | 6 | -1.4 | 1.1 | -3 | -6 | -5 | 2
Cc1ccc(S(=O)(=O)NNC(=S)Nc2cccc(C)c2C)cc1 | 14 | -1 | -4 | 5 | 0.6 | -0.8 | -1 | 5 | 7 | 2
O=C(CCS(=O)(=O)c1ccccc1)NCCS(=O)(=O)c1ccccc1 | -11 | 1 | 2 | 0 | 0.2 | 1.3 | 0 | -6 | -1 | -1
Clc1ccc(-c2noc(CN3CCOCC3)n2)cc1 | / | -7 | / | -1 | -0.2 | 2.1 | -13 | 0 | / | 1
CC(C)N1CC(C(=O)Nc2ccc(C#N)cc2)CC1=O (stereo unspecified) | -8 | 6 | 1 | 1 | -0.9 | -0.1 | 0 | -12 | / | 1
CCCN(CCC)C(=O)Cn1c(=O)n(CCCCCC(=O)Nc2ccccc2)c(=O)c2sccc21 | -1 | 2 | -3 | / | -2.3 | 0.8 | -3 | -7 | 2 | -1
Cc1ccc(Cl)cc1NC(=O)CN1CCN(S(=O)(=O)N2CCC(C)CC2)CC1 | -8 | -9 | -3 | 1 | -1.0 | 1.1 | 4 | 5 | -4 | 1
Cc1c(C(=O)NNS(=O)(=O)c2ccccc2)sc(=S)n1C | 2 | -1 | -1 | -1 | -3.3 | -3.0 | -4 | 1 | 2 | 5
CCCCNC(=O)Oc1cccc(N2CCCC2=O)c1 | -8 | 5 | 0 | -6 | -2.8 | 0.1 | -5 | -7 | -4 | -3
COc1ccc(C(=O)Nc2ccccc2C(=O)NC(Cc2ccc(O)cc2)C(=O)NNC(=O)c2ccccc2)cc1 (stereo unspecified) | 8 | 3 | 10 | 2 | -0.5 | -5.3 | 4 | -6 | -2 | -5
O=C(O)CCC(=O)NCC1OCCc2ccccc21 (stereo unspecified) | 4 | -3 | 3 | / | -2.2 | 1.8 | -1 | -7 | -1 | -5
CN1CCN(CC(O)COc2ccc(C34CC5CC(CC(C5)C3)C4)cc2)CC1 (stereo unspecified) | -14 | 9 | -4 | 0 | -0.4 | -1.8 | -2 | 35 | / | 1
CC1CCCC(C)N1C(=O)CSc1nc(N)c(-c2ccccc2)c(=O)[nH]1 (stereo unspecified) | -3 | 0 | 2 | 2 | -0.8 | -0.2 | 1 | 8 | 2 | 0
COc1ccc(N2CCN(C(=O)c3ccc4c(=O)n(CCc5ccc(OC)c(OC)c5)c(=O)[nH]c4c3)CC2)cc1 | -21 | -4 | 2 | -2 | -0.9 | 0.6 | -15 | -3 | / | -1
CC[C@H]1CN2CCc3cc(OC)c(OC)cc3[C@@H]2C[C@@H]1C[C@H]1NCCc2cc(OC)c(OC)cc21 | -83 | 6 | 12 | -1 | -0.7 | -0.2 | -2 | 20 | -7 | 1
Cc1ccc(S(=O)(=O)N2CCC(C(=O)N3CCCC3C(=O)N[C@@H](CC(C)C)C(=O)NCC(N)=O)CC2)cc1 (stereo partly specified) | / | -3 | 5 | -2 | -1.2 | 1.0 | -6 | 1 | 7 | 0
O=C(O)c1ccccc1SCC(=O)N1CCCCC1 | 13 | 2 | -2 | / | / | -0.9 | 2 | 2 | -4 | -2
CC1Cc2nc(SCC(=O)NCCc3ccccc3)n(C)c(=O)c2S1 (stereo unspecified) | -7 | -3 | 1 | -4 | 0.3 | 0.2 | 6 | -15 | / | 0
CN(C)S(=O)(=O)c1cccc(NC(=O)CSc2nncn2C)c1 | 3 | -1 | 0 | 1 | -0.5 | 1.3 | -7 | -7 | 1 | -2
Cc1nc(=O)c(-c2ccccc2)c(C)n1-c1ccccc1 | / | -3 | -5 | 1 | -0.2 | -0.8 | 9 | 0 | 1 | -3
CC(=O)N1CCc2cc(S(=O)(=O)NC(Cc3ccccc3)C(=O)NCCN3CCCCC3C)ccc21 (stereo unspecified) | 14 | -5 | 0 | -1 | -0.4 | -0.3 | 0 | 1 | -2 | -2
COc1ccc2c(c1)cc1n2CCN=C1N | 17 | 1 | 7 | / | -1.8 | 3.4 | 0 | / | -2 | -3
CC(C)(C)c1ccc(C(CC(=O)O)NC(=O)CSc2ccccc2)cc1 (stereo unspecified) | -7 | 2 | / | -1 | -1.4 | -3.6 | -4 | 3 | -2 | 3
Cc1c(CN2CCC(C)CC2)c(=O)n(-c2ccccc2)n1C | 1 | -11 | 5 | -1 | / | 0.4 | 5 | -13 | -6 | 1
O=C(COC(=O)c1ccccc1F)c1ccc(-n2nncc2-c2ccco2)cc1 | 13 | -10 | 4 | / | -1.5 | 1.7 | 1 | -1 | -4 | 4
Cc1cccc(-n2c(CNC(=O)c3ccc(S(=O)(=O)N4CCCC4)cc3)n[nH]c2=S)c1 | -8 | 0 | -4 | 0 | -2.8 | 0.4 | 0 | -16 | -13 | 0
Cc1oc2cc3oc(=O)c(CCC(=O)N4C[C@H]5C[C@@H](C4)c4cccc(=O)n4C5)c(C)c3cc2c1C | 17 | -2 | 13 | 1 | -4.1 | -0.2 | 3 | 1 | 3 | 7
Cc1cc(C)n2nc(SCc3ccccc3)nc2n1 | 5 | 0 | 8 | 5 | -0.6 | -3.4 | 6 | 4 | -2 | 2
O=C(CS(=O)(=O)c1ccc(F)cc1)N1CCN(c2ccccc2)CC1 | 18 | 1 | 0 | -2 | -1.1 | -2.0 | 7 | -21 | -1 | -2
CCn1c(=O)cc(C(=O)OC)sc1=Nc1ccc(F)c(F)c1 | 14 | -14 | 5 | 2 | 0.0 | 0.4 | 5 | 1 | -2 | -1
CN1/C(=C/C2CC(=O)N(c3cccc4ccccc34)C2=O)C(C)(C)c2ccccc21 (stereo unspecified) | -11 | -13 | 2 | -6 | 0.2 | 2.2 | 0 | 3 | -2 | 1
Cc1nc([N+](=O)[O-])nn1C12CC3CC(CC(Cl)(C3)C1)C2 | -13 | -4 | -6 | / | -1.1 | -0.7 | -7 | -4 | 1 | -5
C[C@H](CO)N1C[C@H](C)[C@@H](CN(C)S(=O)(=O)c2ccccc2)Oc2c(NC(=O)CCC(F)(F)F)cccc2C1=O | -10 | 1 | -5 | 4 | -0.3 | -0.3 | -3 | 4 | 0 | 0
Cc1cc(C(=O)CN2C(=O)NC(c3ccccc3)(c3ccccc3)C2=O)c(C)n1Cc1ccccc1 | -7 | 2 | 0 | / | 1.1 | -3.7 | -8 | 2 | -1 | 0
CC(=O)Nc1ccc(NC(=O)COc2cccc3c2OC(C)(C)C3)cc1 | 2 | -1 | -6 | -1 | -2.1 | 0.3 | 4 | -5 | / | 1

Compounds as they come; about 4.1% have a hit in one of these screens.
